CDK5 inh – inhibitors of human CDK5/p35 kinase, primary screen, biochemical, single concentration; Cyclin-dependent kinase 5 (Homo sapiens) + Cyclin-dependent kinase 5 activator 1 (Homo …; Recombinant CDK5/p35, ADP-Glo luminescence, 60 min; inhibition, % at 10 µM; hit rate 0.01% among 330,000;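 active means highest replicate inhibition of at least 50% and at least 75% of replicates reaching 50%; inconclusive means only one of the two criteria met; inactive means both criteria failed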;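 further: plate controls were DMSO neutral control for no effect and GW8510 at 10 µM for full effect; many of its hits are not listed in these tables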
Arr AP2 block – inhibitors of beta-arrestin/AP2 binding, primary screen, biochemical, GPCR trafficking, flow cytometry; beta-arrestin 1 C-terminal peptide binding to AP2 beta2-adaptin appendage (human); FITC-arrestin peptide / GST-AP2 beads; AP2 beta2 appendage carries R879A mutation; inhibition, % at 10 µM; hit rate 0.31% among 340,000;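 active means inhibition above a set limit, near 3 SD of compounds lacking own fluorescence, cut at about 54% in these data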;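 further: plate controls were DMSO wells for no effect and 5 µM unlabelled arrestin peptide for full effect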
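System: GST-AP2 R879A glutathione beads; medium: PBS, Tween 20 0.05%, BSA 0.1%; reagent: fluorescein-tagged arrestin peptide at 50 nM final; schedule: pre-incubation 12 min, peptide binding 1 h, room temperature; detection: flow cytometry, FL1 (488/535 nm); read-out: inhibition as reduced fluorescein signal on beads, percent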
DSG3 Ab inh – inhibitors of pemphigus antibody binding to DSG3, primary screen, biochemical, bead-based, flow cytometry, scFv-GFP; Desmoglein-3 (Homo sapiens), P32926; DSG3-coupled beads, scFv-anti-DSG3-GFP binding; active compounds read low; binding (percent of control), % at 10 µM; hit rate 0.48% among 310,000;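 active means binding more than 3 SD below its plate's average and above zero; inconclusive means below that plate limit but binding exactly zero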;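 further: hits lower antibody fragment binding to DSG3; some compounds called inactive have numbers as strong as hits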
MITF act – activators of MITF-driven TRPM1 promoter reporter, primary screen, cell-based, SK-MEL-5, luciferase, single point; AID 588334, 2011; hit rate 0.75% among 300,000; activation, % at 12.5 µM; SK-MEL-5 TRPM1-promoter luciferase, 24 h; % of positive control, neutral wells = 0;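 active means mean activation of at least 80% with every replicate also reaching 80%; inconclusive means mean reaches 80% but some replicate falls short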;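 further: 0% = neutral control wells and 100% = parthenolide positive control wells; values of inactives mirror those of a sister screen read the other way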
NSD2 inh – NSD2 histone methyltransferase inhibitors, primary screen, biochemical, AlphaScreen, single concentration, set 2; NSD2 peptide methylation, 120 min; hit rate 0.54% among 310,000; inhibition, % at 12.5 µM; Histone-lysine N-methyltransferase NSD2 (Homo sapiens), O96028; in the data active means inhibition above about 50%
Target sequence (O96028 whole entry, looked up): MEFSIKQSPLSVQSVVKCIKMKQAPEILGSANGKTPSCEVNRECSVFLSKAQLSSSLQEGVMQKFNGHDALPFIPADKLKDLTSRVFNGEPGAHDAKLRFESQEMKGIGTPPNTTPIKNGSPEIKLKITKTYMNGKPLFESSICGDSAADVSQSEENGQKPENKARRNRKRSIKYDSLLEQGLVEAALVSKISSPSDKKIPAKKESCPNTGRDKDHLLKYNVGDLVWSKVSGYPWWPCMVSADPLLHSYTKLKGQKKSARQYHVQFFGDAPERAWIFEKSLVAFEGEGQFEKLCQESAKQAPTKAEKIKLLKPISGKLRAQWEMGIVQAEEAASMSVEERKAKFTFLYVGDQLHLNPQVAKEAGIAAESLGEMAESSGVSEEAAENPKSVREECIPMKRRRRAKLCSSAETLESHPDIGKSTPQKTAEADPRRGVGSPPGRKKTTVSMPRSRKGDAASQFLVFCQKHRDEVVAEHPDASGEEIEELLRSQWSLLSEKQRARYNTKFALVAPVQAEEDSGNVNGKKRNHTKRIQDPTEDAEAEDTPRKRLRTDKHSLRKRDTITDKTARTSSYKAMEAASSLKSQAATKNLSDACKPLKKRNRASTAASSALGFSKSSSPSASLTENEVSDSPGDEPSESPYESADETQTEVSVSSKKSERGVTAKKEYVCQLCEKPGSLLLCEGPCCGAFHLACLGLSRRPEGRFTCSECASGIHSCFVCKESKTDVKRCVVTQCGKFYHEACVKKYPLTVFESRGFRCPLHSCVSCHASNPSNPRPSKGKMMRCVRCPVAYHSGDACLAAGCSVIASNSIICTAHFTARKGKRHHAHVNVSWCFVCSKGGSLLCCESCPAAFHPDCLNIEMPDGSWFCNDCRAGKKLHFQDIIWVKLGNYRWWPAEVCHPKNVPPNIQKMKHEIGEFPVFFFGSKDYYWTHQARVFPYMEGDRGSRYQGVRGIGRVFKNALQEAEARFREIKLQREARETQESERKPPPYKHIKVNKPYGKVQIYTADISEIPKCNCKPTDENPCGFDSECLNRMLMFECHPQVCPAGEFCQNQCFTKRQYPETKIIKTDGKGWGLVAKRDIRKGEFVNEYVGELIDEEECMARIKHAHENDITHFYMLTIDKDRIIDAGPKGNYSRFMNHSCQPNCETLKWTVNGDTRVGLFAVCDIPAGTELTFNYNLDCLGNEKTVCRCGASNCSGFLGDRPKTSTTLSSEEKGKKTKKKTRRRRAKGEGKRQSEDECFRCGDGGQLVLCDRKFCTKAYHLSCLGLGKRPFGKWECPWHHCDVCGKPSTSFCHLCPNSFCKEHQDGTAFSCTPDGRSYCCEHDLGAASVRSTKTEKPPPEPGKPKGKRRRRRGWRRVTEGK
SR-BI uptake up – activators of SR-BI mediated DiI-HDL uptake, primary screen, ldlA[mSR-BI] CHO cells, DiI fluorescence | 3 h; 100 = double the neutral-control signal | activation, % at 12.5 µM | hit rate 0.096% among 320,000;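 active means mean replicate activation of at least 60% and every replicate at or above 60%; inconclusive means mean or all-replicate condition met, but not both; inactive means mean below 60% and not all replicates reaching 60%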;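 further: 0% = median plate neutral-control signal and 100% = twice that signal; values of inactives mirror those of a sister screen read the other way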
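Test system: SR-BI-overexpressing, LDLR-lacking CHO cells. Measured by: DiI fluorescence, bottom read. Medium: Ham's F12 with 0.5% BSA, HEPES 25 mM, pH 7.4. Timing: 3 h uptake period with compound, 37 °C.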
dFosB act – activators of delta FosB homodimer, primary screen, biochemical, fluorescence polarization, TAMRA-CDK5 oligo, single point; purified delta FosB; percent of positive-control signal above neutral wells; Protein FosB (Mus musculus), P13346; AID 493131, 2011; activation, % at 25 µM; hit rate 0.99% among 340,000;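 active means mean activation above about 17%, with every replicate also reaching it, limit read from the data, passing the limit was not always enough; inconclusive means only one of the two conditions met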;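 further: fluorescence polarization rise as delta FosB binds a TAMRA Cdk5 AP-1 oligo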
PKA-R1A activ – activators of PKA-R1A holoenzyme, primary screen, biochemical, fluorescence polarization, Cy5-IP20, bovine R1A, mouse PKAc; PKA-R1A dissociation; scaled: DMSO 0%, 113 µM cGMP 100%; hit rate 0.083% among 340,000; cAMP-dependent protein kinase type I-alpha regulatory subunit (Bos taurus) + …; activation, % at 11.4 µM;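 active means percent activation above the mean of all tested compounds plus 3 SD, cut at about 19% in these data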;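 further: higher means more PKAc released from R1A so a rise in polarization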
Mot1-301 SUMO – yeast Mot1-301 growth rescue at high temperature, primary screen, SUMOylation pathway inhibitor project, S. cerevisiae, ATP luminescence, 38.5C. S. cerevisiae Mot1-301 growth rescue; percent above DMSO median, 100 means doubled. growth rescue, % at 18.8 µM. hit rate 1% among 320,000. AID 2716, 2010;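 active means every valid replicate shows activation above 250% relative to neutral control wells; inactive means the rest, any valid replicate at or below 250%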;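 further: OY570 slx delta 5 strain wells were the positive control but not used for scaling; some compounds called inactive have numbers as strong as hits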
SR-BI DiI inh – inhibitors of SR-BI mediated HDL lipid uptake, primary screen, ldlA[mSR-BI] cells, fluorescence, single point. Scavenger receptor class B member 1 (Mus musculus), Q61009. inhibition, % at 12.5 µM. ldlA[mSR-BI] CHO cells, DiI-HDL uptake fluorescence, 3 h. hit rate 0.96% among 320,000;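 active means mean replicate inhibition of at least 70% and a set share of replicates each scoring 70 or more; inconclusive means meets just one of the two criteria; inactive means fails both criteria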;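 further: 0% = median of neutral control wells and 100% = median of positive control wells; values of inactives mirror those of a sister screen read the other way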
PKA-R2B activ – activators of PKA-R2B holoenzyme, primary screen, biochemical, fluorescence polarization, Cy5-IP20, human; cAMP-dependent protein kinase catalytic subunit beta (Homo sapiens) + cAMP-dependent …; PKA-R2B holoenzyme dissociation; R2B truncated from residue 108, S112A mutant; 0% DMSO only, 100% 113 µM cGMP; activation, % at 11.4 µM; hit rate 0.079% among 340,000;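 active means activation above a cutoff set at the mean over all compounds plus 3 SD, cut at about 18% in these data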;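 further: higher means more holoenzyme dissociation and a rise in polarization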
* marks the source's active call; other numbers are inactive results; ? = inconclusive; · = not tested or not shown. This is a random part of the collection; 4.7% or so of the library scored in one or more.

1) Cc1ccc(-c2noc(CSc3ccccc3)n2)cc1
2) COc1ccc2[nH]cc(CCNC(=S)NC3CCCC3)c2c1
3) O=[N+]([O-])c1ccccc1CN1CCN(c2ncccn2)CC1
4) Cc1ccc2nc(C3CCCN3Cc3nc(CCC(C)C)no3)[nH]c2c1 (configuration not stated)
5) COC(=O)C1Cc2c([nH]c3ccccc23)C2(CCN(Cc3ccccc3)CC2)N1 (configuration not stated)
6) O=C(C1COc2ccccc2O1)N1CCCCC1 (configuration not stated)

Assay by compound	1	2	3	4	5	6
CDK5 inh	0.1	0.4	-2.0	-1.4	1.1	-0.2
Arr AP2 block	16	47	13	-7	-15	-7
DSG3 Ab inh	97	·	113	109	104	99
MITF act	102*	16	2	-6	11	4
NSD2 inh	-9	2	0	4	14	-1
SR-BI uptake up	8	6	-3	-5	-4	2
dFosB act	2	-1	3	-4	-3	1
PKA-R1A activ	5	1	0	-1	-11	1
Mot1-301 SUMO	24	19	-16	4	6	0
SR-BI DiI inh	-8	-6	3	5	4	-2
PKA-R2B activ	-9	6	-11	-11	4	-3

7) O=C(CN1CCc2ccccc21)NN1CC(=O)N(c2ccccc2)CC1=O
8) C[C@H]1CCC(=O)N(CCSc2ccc(Br)cc2)CC1
9) CCCCN1CCc2c([nH]c3ccc(C)cc23)C1=O
10) COc1ccc(/C=C2\N=C(C(C)(C)C)OC2=O)c(OC)c1
11) c1ccc(SCCOCCN2CCOCC2)cc1
12) C=CCc1cccc(/C=N/NC(=O)CCC(=O)Nc2ccc(F)cc2)c1O

Assay by compound	7	8	9	10	11	12
CDK5 inh	-1.0	-1.2	0.1	0.1	0.7	-0.1
Arr AP2 block	5	17	-4	8	-10	22
DSG3 Ab inh	102	105	·	104	113	100
MITF act	-11	77	67	-13	·	-16
NSD2 inh	-4	·	1	91*	0	-2
SR-BI uptake up	14	12	·	17	26	0
dFosB act	-9	-5	5	-5	6	-2
PKA-R1A activ	-1	1	2	-6	-6	-4
Mot1-301 SUMO	-26	-6	8	-17	17	13
SR-BI DiI inh	-14	-12	-3	-17	-26	0
PKA-R2B activ	-3	-4	-1	8	12	-1

13) CN(C)S(=O)(=O)c1cccc(-c2csc(N/N=C/c3ccco3)n2)c1
14) Cc1cc([N+](=O)[O-])nn1CC(=O)Nc1cc(F)ccc1F
15) O=C(COC(=O)[C@H](Cc1ccccc1)NC(=O)c1ccco1)NC(c1ccccc1)c1ccccc1
16) O=S(=O)(c1ccccc1)N1CCN(c2ccccc2)CC1
17) CCC(CC)C(=O)Nc1nnc(SCC(=O)NC(C)(C)C)s1
18) Cc1cc(=O)oc(C)c1C(=O)OCC(=O)c1ccc(Br)cc1

Assay by compound	13	14	15	16	17	18
CDK5 inh	-1.9	3.7	0.6	-0.1	-0.6	-1.5
Arr AP2 block	2	-15	6	19	-2	19
DSG3 Ab inh	98	98	88	113	102	98
MITF act	29	12	-9	·	9	15
NSD2 inh	0	-3	1	-2	-2	-2
SR-BI uptake up	·	9	-8	-8	·	-4
dFosB act	-13	-1	-10	-1	-7	0
PKA-R1A activ	-2	1	-2	-3	-4	2
Mot1-301 SUMO	3	70	3	-3	924*	-3
SR-BI DiI inh	·	-9	8	8	·	4
PKA-R2B activ	8	1	-3	-6	-2	0

19) Cc1cc(Cl)ccc1OCC(=O)N/N=C1\CC2C=CCC12 (configuration not stated)
20) COc1cc(/C=N/NC(=O)c2nonc2N)cc(OC)c1OC
21) c1ccc(-c2ccccc2OCCOCCN2CCCCC2)cc1
22) CCc1cc(=O)oc2c(C)c(OCC(=O)N3CCCc4ccccc43)ccc12
23) O=c1oc2ccccc2c(N2CCC(c3ccccc3)CC2)c1[N+](=O)[O-]
24) COc1ccc(CCNC(=O)CCCc2ccccc2)cc1OC

Assay by compound	19	20	21	22	23	24
CDK5 inh	-0.3	2.2	2.1	-0.3	1.1	-0.5
Arr AP2 block	24	9	31	7	-3	2
DSG3 Ab inh	100	99	82	100	88	100
MITF act	5	0	8	·	-16	-5
NSD2 inh	-2	-1	2	-4	-13	-6
SR-BI uptake up	13	-13	13	-20	1	13
dFosB act	3	5	0	-7	-2	0
PKA-R1A activ	-6	-3	-16	0	-13	-6
Mot1-301 SUMO	8	-3	-2	-6	-9	-3
SR-BI DiI inh	-13	13	-13	20	-1	-13
PKA-R2B activ	-2	-2	0	-6	8	6

25) CN(C)CC1CCC/C(=C\c2ccc(OC(=O)/C=C/c3ccccc3)cc2)C1=O (configuration not stated)
26) O=c1c2ccccc2oc2cc(NCCCn3ccnc3)ccc12
27) CCOc1ccccc1Nc1nnc(SCC(=O)Nc2ccc3[nH]c(=O)[nH]c3c2)s1
28) Cc1cc(C(=O)NCC(=O)OCC(=O)Nc2ccc(OC(F)F)cc2)ccc1[N+](=O)[O-]
29) CCCCn1c(N)c(N(CC(C)C)C(=O)c2cccc(S(=O)(=O)N3CCCCC3)c2)c(=O)[nH]c1=O
30) Cc1c(NC(=O)Nc2cccs2)cccc1[N+](=O)[O-]

Assay by compound	25	26	27	28	29	30
CDK5 inh	-3.5	0.8	1.6	0.0	-0.5	-4.8
Arr AP2 block	-3	16	-12	33	8	-23
DSG3 Ab inh	212	103	89	98	·	106
MITF act	-69	?	-9	9	-2	-10
NSD2 inh	-3	·	12	0	0	0
SR-BI uptake up	-33	-16	·	30	26	-15
dFosB act	-29	2	-5	-3	6	-3
PKA-R1A activ	2	4	-3	1	-10	2
Mot1-301 SUMO	·	-25	78	68	-2	60
SR-BI DiI inh	33	16	·	-30	-26	15
PKA-R2B activ	0	9	-4	-3	-11	-7

31) Cn1c(=O)[nH]c(=O)c2c1nc(SCC(O)CCl)n2Cc1ccccc1 (configuration not stated)
32) Cc1ccc(S(=O)(=O)N2CCOCC2)cc1NC(=O)CNCc1ccccc1Cl
33) CCCc1ncc(C[n+]2ccccc2C)c(N)n1
34) COc1cc(C(C)=O)ccc1Oc1ncnc2c1cnn2-c1cccc(Cl)c1
35) CCc1ccc(Nc2ncnc3nc[nH]c23)cc1
36) Fc1cccc(NC(=S)NCCc2ccccc2)c1

Assay by compound	31	32	33	34	35	36
CDK5 inh	-0.9	-5.4	0.0	-0.1	11	-0.1
Arr AP2 block	30	-5	-5	-6	7	38
DSG3 Ab inh	105	120	87	93	94	98
MITF act	·	6	-2	6	96*	1
NSD2 inh	0	-1	·	-2	-1	0
SR-BI uptake up	10	-15	-5	-12	4	-22
dFosB act	9	-7	4	-10	-1	3
PKA-R1A activ	-1	-10	-10	-6	4	4
Mot1-301 SUMO	-9	·	-6	391	·	6
SR-BI DiI inh	-10	15	5	12	-4	22
PKA-R2B activ	-6	-7	15	-8	-5	-3

Next section; the last three above are carried over.
34) COc1cc(C(C)=O)ccc1Oc1ncnc2c1cnn2-c1cccc(Cl)c1
35) CCc1ccc(Nc2ncnc3nc[nH]c23)cc1
36) Fc1cccc(NC(=S)NCCc2ccccc2)c1
37) O=C(Nc1cccc(Cl)c1)Nc1cc(S(=O)(=O)N2CCCCC2)ccc1Cl
38) Cc1nc2ccc(S(=O)(=O)NCC(=O)N3CCCCC3)cc2s1
39) CCCCCCC1C(C#N)=C(N)OC2=C1C(=O)CCC2 (configuration not stated)
40) CC#CCN(CC#CC)S(=O)(=O)c1ccc(-n2cnnn2)c(OC)c1
41) COc1ccc(OC)c(NC(=O)Cn2c(C)nc3ccccc3c2=O)c1
42) O=C(NC(=O)c1c(F)cccc1F)O/N=C1\CCCc2occc21

Assay by compound	34	35	36	37	38	39	40	41	42
CDK5 inh	-0.1	11	-0.1	0.5	-0.6	0.3	-1.0	-0.7	2.3
Arr AP2 block	-6	7	38	29	-2	2	9	-24	39
DSG3 Ab inh	93	94	98	84	97	95	90	97	96
MITF act	6	96*	1	-78	-2	-4	12	-9	5
NSD2 inh	-2	-1	0	0	-1	·	8	10	-7
SR-BI uptake up	-12	4	-22	-64	22	-1	-18	15	19
dFosB act	-10	-1	3	-5	1	-7	-8	-1	1
PKA-R1A activ	-6	4	4	-7	-4	-6	7	-3	-2
Mot1-301 SUMO	391	·	6	-11	1	-9	0	328	-4
SR-BI DiI inh	12	-4	22	64	-22	1	18	-15	-19
PKA-R2B activ	-8	-5	-3	-1	-9	-6	2	-4	-7

43) Cc1cc(C(=O)COC(=O)c2cccn2C)c(C)n1Cc1ccco1
44) C#CCOCCOCCOCCNc1nc(N2CCN(C(=O)C([C@@H](C)CC)n3cc(C(N)Cc4ccc(O)cc4)nn3)CC2)nc(N2CCN(C(=O)[C@H](CCC(=O)O)n3cc(C(N)[C@H](C)CC)nn3)CC2)n1 (some centres not stated)
45) CN(c1ccc(OCC(=O)OCC(=O)Nc2cccc([N+](=O)[O-])c2)cc1)S(=O)(=O)c1ccc(F)cc1
46) CCOC(=O)C1=C(C)NC(C)=C(C(=O)OCC)C1C(=O)OCC(=O)N1CCc2ccccc21

Assay by compound	43	44	45	46
CDK5 inh	-0.9	-1.9	-2.7	-2.3
Arr AP2 block	-8	-5	-10	2
DSG3 Ab inh	101	93	103	99
MITF act	-5	1	8	·
NSD2 inh	0	·	4	-10
SR-BI uptake up	-18	14	24	-6
dFosB act	-6	-9	-10	-5
PKA-R1A activ	-5	-3	-5	10
Mot1-301 SUMO	208	4	30	2
SR-BI DiI inh	18	-14	-24	6
PKA-R2B activ	-1	-3	-8	10
